DYRK1A inh: Dyrk1A (rat) kinase inhibition. 310,000 tested, 0.43% active. Q63470. AID 504441. ADP-Glo luminescence, NFATc1 peptide. inhibition, % at 12.5 µM; in the data active = inhibition above about 50%;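 note: plate controls were vehicle with enzyme for no effect and no enzyme for full effect; many of its hits are not listed in these tables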
GSK3A inh: blocks human GSK-3 alpha kinase | 320,000 tested, 0.1% active | P49840 | ADP-Glo luminescence, 60 min | inhibition, % at 10 µM;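 in the data active = inhibition above about 50%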;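 note: GST-tagged GSK-3 alpha with peptide substrate and 25 µM ATP; 0% = DMSO neutral wells and 100% = GW8510 positive control wells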
Target sequence (P49840 whole entry, looked up): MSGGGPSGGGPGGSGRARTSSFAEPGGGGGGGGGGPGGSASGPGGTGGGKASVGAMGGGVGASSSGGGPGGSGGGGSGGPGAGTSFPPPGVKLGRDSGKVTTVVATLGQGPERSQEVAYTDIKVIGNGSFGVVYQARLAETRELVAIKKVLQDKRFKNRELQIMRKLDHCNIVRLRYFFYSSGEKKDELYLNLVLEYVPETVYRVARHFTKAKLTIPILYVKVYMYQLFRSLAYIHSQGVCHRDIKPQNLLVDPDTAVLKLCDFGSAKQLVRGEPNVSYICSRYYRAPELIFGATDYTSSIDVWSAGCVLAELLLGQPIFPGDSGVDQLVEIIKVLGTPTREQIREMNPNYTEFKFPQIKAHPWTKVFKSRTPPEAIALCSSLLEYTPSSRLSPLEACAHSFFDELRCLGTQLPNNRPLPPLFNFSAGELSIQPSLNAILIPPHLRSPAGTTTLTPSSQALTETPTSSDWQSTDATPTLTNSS
HDAC3 inhib: blocks human histone deacetylase 3 | O15379 | recombinant HDAC3, fluorogenic peptide/trypsin coupled, fluorescence | inhibition, % at 8.3 µM | 320,000 tested, 0.15% active; in the data active = inhibition above about 26%, passing the limit was not always enough; inconclusive = no clear call, values can overlap the other calls
HSP90 refold inh: HSP90 refolding inhibition in rabbit reticulocyte lysate; AID 1789; luciferase refolding luminescence, 3 h; inhibition, % at 5.6 µM; 290,000 tested, 0.91% active;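 active = inhibition above the screen-wide mean plus 3 SD, computed separately per campaign, cut at about 16% in these data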;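 note: 0% = DMSO wells and 100% = 60 µM geldanamycin wells; inhibitors lower the luminescence because luciferase stays unfolded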
AI-2 QS mod: Vibrio harveyi AI-2 quorum sensing modulation; 300,000 tested, 0.4% active; Vibrio harveyi JMH597 AI-2 luminescence/OD600 ratio, 9 h; active compounds read low; strain lacks LuxN and CqsS sensors; 0 = neutral-control median; activity change, % at 7.5 µM; in the data active = activity change below about -75%, passing the limit was not always enough; inconclusive = no clear call, values can overlap the other calls;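 note: luminescence divided by OD600 gain over 9 h not by final OD600 alone; inactives centre near 13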
HSF-1 act: increases HSF-1 driven luciferase reporter signal. AID 504408. NIH3T3-HGL HSF-1 luciferase reporter, MG132, 8 h; 100% = twice DMSO control signal. activation, % at 9 µM. 300,000 tested, 1.7% active;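 active = mean replicate activation of at least 50% with a set share of replicates each reaching 50%; inconclusive = only one of those two conditions met; inactive = mean below 50% and too few replicates reaching it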;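 note: 0% = median of the neutral control wells and 100% = twice that signal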
HSF1 inhib: HSF1 inhibition; 300,000 tested, 0.77% active; activity change, negative = inhibition, % at 7.5 µM (by protocol); NIH3T3-HGL HSE-luciferase, MG132-induced, luminescence 8 h; active compounds read low; AID 2098;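 active = more than half of replicate wells show activity change below -50%, luminescence cut by over half; inconclusive = some wells, but at most half, below -50%; inactive = no replicate well below -50%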;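 note: luciferase reports HSF-1 transcriptional activity via heat shock element; 0% = median of DMSO wells and -100% = zero luminescence signal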
GSK3B inh: inhibitors of human GSK3beta kinase | 300,000 tested, 0.038% active | P49841 | activity score (negative = inhibition), % at 10 µM | GST-GSK3beta kinase, ADP-Glo luminescence, 60 min; active compounds read low;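 active = more than half of replicate wells score below -50%, meaning over 50% inhibition versus plate controls; inconclusive = some replicates but at most half score below -50%; inactive = no replicate scores below -50%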;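 note: 0% = median DMSO wells and -100% = median GW8510 positive control wells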
Target sequence (P49841 whole entry, looked up): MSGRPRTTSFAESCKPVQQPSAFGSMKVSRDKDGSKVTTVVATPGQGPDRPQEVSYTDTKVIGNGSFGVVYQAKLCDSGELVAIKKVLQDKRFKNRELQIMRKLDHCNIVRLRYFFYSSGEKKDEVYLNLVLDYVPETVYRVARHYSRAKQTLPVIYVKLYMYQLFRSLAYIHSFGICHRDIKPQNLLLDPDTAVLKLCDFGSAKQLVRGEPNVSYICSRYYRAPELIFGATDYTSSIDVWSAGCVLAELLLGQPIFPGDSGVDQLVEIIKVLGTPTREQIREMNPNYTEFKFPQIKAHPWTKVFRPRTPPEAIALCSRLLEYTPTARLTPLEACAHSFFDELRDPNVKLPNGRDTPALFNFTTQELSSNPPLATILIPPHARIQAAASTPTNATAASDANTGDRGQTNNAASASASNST
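test system = GST-tagged human GSK3beta kinase, cell-free | reagent = 25 µM ATP with peptide substrate | dosing = one dose of 10 µM per compound | schedule = 60 min reaction, RT | detection = luminescent ADP-Glo measurement of ADP formed | control set = DMSO neutral wells and GW8510 at 20 µM as positive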
Platelet DG rel: modulates dense granule release in human platelets | 300,000 tested, 0.22% active | human platelet-rich plasma, SFLLRN dense granule ATP release, luminescence | inhibition, %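 (compounds screened at 7.5 µM in platelet-rich plasma)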;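 active = mean replicate score, as percent of positive control, at or above 50; inconclusive = mean below 50 but at least one replicate at or above 50; inactive = mean and every replicate below 50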
PolyA inh: yeast polyadenylation inhibition; S. cerevisiae SKY197-pL101 polyadenylation reporter, beta-gal luminescence; efflux-impaired pdr1/pdr3 knockout yeast; score 100 = 6 SD above DMSO; calls only at 12 µM; 300,000 tested, 0.02% active;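 active = lowest replicate activity score at least 50, where 100 means six control SD above control mean; inconclusive = lowest score under 50 but half or more replicates reach 50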;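 note: yeast exposed to compound for 9 h at 30 °C; higher score means more reporter readthrough which indicates perturbed polyadenylation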
Active calls of the source: *; i = inactive; u = inconclusive; x = no result given. Only part of the results is shown; count on the stated rates, not on these rows.

No.	mol	GSK3B inh	HSP90 refold inh	HDAC3 inhib	HSF-1 act	Platelet DG rel
1	Cc1cc(Cl)c(S(=O)(=O)NCc2cccnc2)cc1OCC(N)=O	-1	3	1	21	9
2	CCOC(=O)N1CCN(C(=O)CSc2nc3c(c(=O)n2-c2ccccc2OC)SCC3)CC1	1	-1	-9	5	2
3	Cn1c(-c2sc3ccccc3c2Cl)n[nH]c1=S	1	2	0	13	-5
4	CC(=O)c1cn(Cc2ccccc2)c(=O)[nH]c1=O	3	8	4	18	6
5	CC(C)(C)c1ccc(C(=O)NC(=S)Nc2ccc(N3CCOCC3)cc2)cc1	-4	4	2	-14	-8
6	COc1ccccc1C(=O)NC(=O)COC(=O)c1ccco1	-2	x	7	-1	-3
7	Cc1cccc(OCC(O)CN2CCN(c3ccccn3)CC2)c1C (stereo not given)	5	0	0	-10	19
8	C=CCn1c(NCCO)nc2c1c(=O)n(C)c(=O)n2C	1	-3	9	-4	-1
9	CCn1cc(CNC(=O)c2cc(Cl)ccc2OC)c(C)n1	2	2	2	5	1
10	N#CCOC(=O)c1c2c(nc3ccccc13)CCC2	1	1	4	-18	2
11	CC(=O)Oc1ccc(N(C(C)=O)S(=O)(=O)c2ccc(Cl)cc2)c2ccccc12	-1	10	-6	2	-9
12	Cc1ccc2nc3c(c(Nc4ccc5c(c4)OCCO5)c2c1)CCC3	-1	-3	-4	-7	-7
13	O=C(N/N=C/c1nn(-c2ccccc2)cc1-c1ccc(Cl)cc1)c1ccncc1	1	-4	-1	-10	1
14	CC(=O)c1cccc(N(C(=O)c2ccco2)C(C(=O)NC2CCCC2)c2ccc(N3CCOCC3)cc2)c1 (stereo not given)	2	1	-1	-6	1
15	O=C(COC(=O)c1ccccc1)NCC1CCCO1 (stereo not given)	1	-1	-8	12	3

No.	GSK3A inh	PolyA inh	AI-2 QS mod	DYRK1A inh	HSF1 inhib
1	2	i	21	0	-3
2	0	i	12	-1	8
3	-3	i	24	8	-4
4	1	i	14	-2	1
5	-1	i	1	-2	-18
6	0	i	-8	3	-3
7	-4	i	9	-3	-1
8	7	i	11	25	2
9	-3	i	12	17	2
10	-4	i	21	3	-11
11	-1	i	3	4	0
12	0	i	22	1	-8
13	0	i	-9	x	-14
14	-7	i	33	4	1
15	1	i	1	-2	-1

3 compounds from above, sorted by the number in DYRK1A inh, smallest number first:
# | molecule | DYRK1A inh
11 | CC(=O)Oc1ccc(N(C(C)=O)S(=O)(=O)c2ccc(Cl)cc2)c2ccccc12 | 4
3 | Cn1c(-c2sc3ccccc3c2Cl)n[nH]c1=S | 8
8 | C=CCn1c(NCCO)nc2c1c(=O)n(C)c(=O)n2C | 25

Gathered by group: the compounds so far containing a Cl atom (5)
No.	mol	GSK3B inh	HSP90 refold inh	HDAC3 inhib	HSF-1 act	Platelet DG rel
1	Cc1cc(Cl)c(S(=O)(=O)NCc2cccnc2)cc1OCC(N)=O	-1	3	1	21	9
3	Cn1c(-c2sc3ccccc3c2Cl)n[nH]c1=S	1	2	0	13	-5
9	CCn1cc(CNC(=O)c2cc(Cl)ccc2OC)c(C)n1	2	2	2	5	1
11	CC(=O)Oc1ccc(N(C(C)=O)S(=O)(=O)c2ccc(Cl)cc2)c2ccccc12	-1	10	-6	2	-9
13	O=C(N/N=C/c1nn(-c2ccccc2)cc1-c1ccc(Cl)cc1)c1ccncc1	1	-4	-1	-10	1

No.	GSK3A inh	PolyA inh	AI-2 QS mod	DYRK1A inh	HSF1 inhib
1	2	i	21	0	-3
3	-3	i	24	8	-4
9	-3	i	12	17	2
11	-1	i	3	4	0
13	0	i	-9	x	-14

(further entries)
No.	mol	GSK3B inh	HSP90 refold inh	HDAC3 inhib	HSF-1 act	Platelet DG rel
16	COc1ccccc1N1CCN(CCNC(=O)Nc2cccc(C)c2C)CC1	0	0	0	-30	-1
17	CC(C)CC(NC(N)=O)C(=O)OCC(=O)N(Cc1ccccc1)Cc1ccccc1 (stereo not given)	-2	-3	-1	x	x
18	CS(=O)(=O)c1nsc2nc(=O)c(/C=C3\C=Nc4ccccc43)c(N)n12	4	1	6	-7	12
19	CC(=O)Nc1ccc(NC2(C)C(=O)c3ccccc3C2=O)cc1	-1	-5	x	22	0
20	O=C(O)c1cnc(-c2ccccc2)nc1C(F)(F)F	0	0	-4	23	-1
21	CC(=O)c1ccc(NC(=O)CCC(=O)OCC(=O)c2cccc([N+](=O)[O-])c2)cc1	-11	-3	-4	-9	6
22	COc1ccc([N+](=O)[O-])cc1NS(=O)(=O)Cc1ccccc1	4	-1	-1	-6	0
23	CC1CCCCN1CC(=O)NCc1ccc2c(c1)OCO2 (stereo not given)	4	1	6	2	3
24	CCOc1cc(C(=O)N(C)CC(=O)Nc2cccc(F)c2)ccc1OCC(=O)N1CCCCC1	3	x	-12	-10	-5
25	Cc1cc(C(=O)Nc2cc(C)on2)on1	3	-2	0	-2	-1
26	NS(=O)(=O)c1ccc(CNS(=O)(=O)Cc2ccc(Cl)cc2)cc1	1	-3	-4	12	1
27	CC1CC(=O)N(c2ccc(Br)cc2)C(=O)C1	-2	-6	0	u	-16
28	C/C(CC(=O)NC(C)(C)C)=N\NC(N)=S	-2	-1	2	3	5
29	CCNC(=O)CSc1nc2sccc2c(=O)n1-c1ccccc1	1	-3	4	-4	-3
30	CCCCOc1ccc(C(=O)O)cc1	5	1	-4	-12	30

No.	GSK3A inh	PolyA inh	AI-2 QS mod	DYRK1A inh	HSF1 inhib
16	0	i	8	-5	-19
17	-2	x	-11	3	x
18	x	i	13	-9	0
19	x	i	-8	4	5
20	-6	i	5	-5	0
21	0	i	9	-6	-2
22	2	i	6	-1	-6
23	-1	i	2	0	6
24	-1	i	16	8	-3
25	-1	i	14	-9	-3
26	-1	i	14	1	1
27	-1	i	7	x	15
28	-2	i	17	3	-3
29	1	i	13	-2	-3
30	-3	i	-13	5	-6

(cont.)
No.	mol	GSK3B inh	HSP90 refold inh	HDAC3 inhib	HSF-1 act	Platelet DG rel
31	C/C(=N\NC(=O)c1ccncc1)c1cc2ccccc2oc1=O	-1	4	3	1	-34
32	Cc1cc2c(ncn2C)c(NS(=O)(=O)c2ccccc2Cl)c1C	1	2	3	-1	-1
33	COc1ccc(S(=O)(=O)N2CCC(c3cc(-c4cccc5ccccc45)n[nH]3)CC2)cc1	0	3	-5	18	-4
34	COc1ccc(CCNC(=O)C(=O)NCC2OCCN2S(=O)(=O)c2cccs2)cc1OC (stereo not given)	-3	-3	4	-1	3
35	Cc1nn(CCC#N)c(N)c1C1(O)C(=O)Nc2c(Cl)cc(Cl)cc21 (stereo not given)	0	1	-13	13	0
36	Cc1nc2ccc(S(=O)(=O)NCC(=O)NC(C)c3ccccc3)cc2s1 (stereo not given)	2	6	0	9	-4
37	CCOc1ccc(NS(=O)(=O)c2ccc(-c3cnc(C4CC4)o3)cc2)cc1	6	-1	14	7	2
38	O=C(c1ccccc1[N+](=O)[O-])N1CCCN(C(=O)c2ccccc2[N+](=O)[O-])CC1	1	-1	4	0	15
39	O=Cc1c(NCc2cccc(F)c2)c2ccccc2[nH]c1=O	-2	14	3	4	11
40	CCC(Cc1ccccc1)NS(=O)(=O)c1csc(C(N)=O)c1 (stereo not given)	5	-1	0	18	-2
41	O=C(O)CN1C(=O)/C(=C\c2cn(CC(=O)N3CCOCC3)c3ccccc23)SC1=S	-3	0	18	6	4
42	CCn1cc(C(=O)OCc2cccc(Br)c2)c(=O)c2ccc(C)nc21	4	1	-6	29	1
43	N=c1ccn(Cc2cccc(Cl)c2)cc1	-1	1	-11	-23	4
44	CC(C)COc1ccc(C(=O)NCc2ccco2)cc1	2	8	-2	-3	1
45	CCOC(=O)c1cnc2c(OC)cccc2c1N1CCN(c2ccccc2OC)CC1	3	1	7	1	0

No.	GSK3A inh	PolyA inh	AI-2 QS mod	DYRK1A inh	HSF1 inhib
31	-1	i	-12	-6	1
32	0	i	1	6	-5
33	0	i	27	-6	13
34	-4	i	15	-11	-10
35	0	i	24	-2	2
36	1	i	-97*	2	-3
37	-1	i	-1	-2	2
38	-3	i	12	-7	-8
39	5	i	9	25	1
40	7	i	16	1	-7
41	2	i	35	3	-4
42	7	i	28	5	4
43	-1	i	15	-4	-8
44	-1	i	-10	-5	5
45	0	i	33	-5	4

More entries.
No.	mol	GSK3B inh	HSP90 refold inh	HDAC3 inhib	HSF-1 act	Platelet DG rel
46	COc1ccc(C)cc1NS(=O)(=O)c1ccc(NS(=O)(=O)c2ccc(NC(C)=O)cc2)cc1	2	7	1	5	-3
47	Cc1cc(-c2ccccc2)nc(N/N=C/c2cccnc2)n1	1	-3	8	-2	0
48	O=C(Nc1nnc(-c2cccnc2)o1)c1ccccc1Cl	1	2	-1	2	3
49	Cc1ccccc1C(=O)Nc1ccc2nc3n(c(=O)c2c1)CCC3	1	-1	-1	9	-4
50	COc1cc(N)c(C(O)c2nccc3cc(OC)c(OC)cc23)cc1OC (stereo not given)	5	3	-4	-5	-3
51	CC1(C)CC(=O)C(N=Nc2ccc(Br)cc2)=C(O)C1	1	15	-6	14	-20
52	COc1cc(Br)cc(C(c2c(C)n(C)n(-c3ccccc3)c2=O)c2c(C)n(C)n(-c3ccccc3)c2=O)c1O	1	x	9	8	-2
53	N#Cc1c(-c2ccccc2)nc(N2CCN(Cc3ccccc3)CC2)[nH]c1=O	5	-3	2	8	3
54	CCC(C)NC(=O)CNC(=S)N(Cc1ccccc1)Cc1cccnc1 (stereo not given)	1	-2	3	-12	-10
55	Cc1ccc(N(CCC#N)C(=O)CSc2ccc3c(c2)OCCO3)cc1	-1	2	0	18	4
56	COc1ccc(N(CC(=O)NCC(C)C)S(=O)(=O)c2ccccc2)cc1	0	-3	-1	4	1
57	CC(O)CNCc1ccc(-c2ccccc2)cc1 (stereo not given)	1	-1	-4	-4	2
58	CC(=O)c1cccc(NC(=O)/C(=C\c2cccnc2)NC(=O)c2ccc(C)cc2)c1	2	-2	2	9	2
59	CN1CCN(C2Cc3ccc(Cl)cc3Sc3ccc(F)cc32)CC1 (stereo not given)	-4	x	8	-3	5

No.	GSK3A inh	PolyA inh	AI-2 QS mod	DYRK1A inh	HSF1 inhib
46	-4	i	24	-6	5
47	-1	i	11	-2	-4
48	-1	i	6	x	-1
49	-3	i	2	6	4
50	0	i	5	9	-7
51	-1	i	16	x	2
52	-5	i	32	x	-4
53	-6	i	6	1	3
54	-1	i	7	-2	0
55	-1	i	30	15	1
56	-1	i	14	-1	-2
57	1	i	30	x	-3
58	-2	i	23	-6	0
59	2	i	42	x	-1

Source: PubChem (several laboratories)
